Assay outcomes as filed in PubChem.
CBFb RUNX1 block = CBF-beta/RUNX1 interaction disruption; Q01196+Q13951; AlphaScreen CBFb-His/RUNX1-biotin binding, biochemical; Potency, µM (doses to about 59.8 µM), inactives show at the highest dose activity, negative = inhibition, actives largely listed as inhibitors; 230,000 tested, under 10 active; AID 1477; note: % of control where 0% means no effect
Target sequence (Q01196 whole entry, looked up): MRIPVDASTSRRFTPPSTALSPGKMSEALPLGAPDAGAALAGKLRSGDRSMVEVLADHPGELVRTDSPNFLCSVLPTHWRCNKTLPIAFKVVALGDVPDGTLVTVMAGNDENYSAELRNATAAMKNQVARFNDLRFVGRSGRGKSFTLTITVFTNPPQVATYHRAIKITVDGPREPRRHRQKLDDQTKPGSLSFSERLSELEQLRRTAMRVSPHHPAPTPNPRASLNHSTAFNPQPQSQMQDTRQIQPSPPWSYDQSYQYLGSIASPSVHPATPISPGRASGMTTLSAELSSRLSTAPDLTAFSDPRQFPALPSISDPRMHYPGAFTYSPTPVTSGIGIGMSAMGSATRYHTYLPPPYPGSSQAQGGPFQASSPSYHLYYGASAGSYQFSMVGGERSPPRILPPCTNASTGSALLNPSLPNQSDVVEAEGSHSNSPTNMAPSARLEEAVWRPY
Target sequence (Q13951 whole entry, looked up): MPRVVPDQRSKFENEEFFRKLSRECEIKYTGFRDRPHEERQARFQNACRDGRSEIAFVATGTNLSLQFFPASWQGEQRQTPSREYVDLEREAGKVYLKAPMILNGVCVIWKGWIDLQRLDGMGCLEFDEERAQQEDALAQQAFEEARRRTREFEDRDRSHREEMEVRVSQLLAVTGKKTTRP
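CBF-beta (His) and RUNX1 (biotin), 30 nM each; 20 min preassociation; + compound, 15 min; + beads 50 ng each (Ni, streptavidin), 90 min; RT; AlphaScreen read.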
IMPase Li cell = cell-permeable IMPase inhibitors with lithium potentiation; CHO-M1 cells, IP1 TR-FRET (IP-One), carbachol + lithium; Potency, µM (series often up to 59.4 µM), for inactives: at the highest dose activity, negative = IMPase inhibition, most hits filed as inhibitors; 0.35% of 210,000 active; AID 1457;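 note: IP1 builds up when IMPase is blocked and the TR-FRET signal falls; potency is the fitted concentration of half-maximal effect; plate controls were basal vehicle for no effect and high inhibitor control for full effect; nearly all actives have a fitted effect of over 50% in size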
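Concentration–response in CHO-M1 cells, lithium-potentiated; 30 min at 37C. IP1 detected by competitive TR-FRET after 10 min lysis at RT. Hill-fitted AC50.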
Lamin A splicing = LMNA splicing modulation. Potency, µM (highest dose often 46.1 µM), inactives show at the top dose ratio change, negative = inhibition, usual class: inhibitors. 0.01% of 200,000 active. AID 1487. HeLa LMNA splicing GFP/RFP minigene ratio, 48 h; active = well fitted inhibition curve with a large enough effect in the signal ratio, with a control signal flat, not every such curve was filed as active; inconclusive = small, poorly fitted or top-dose-only effect, or effect the other way, or a change in a side signal; the % refers to the signal ratio; note: potency is the fitted concentration of half-maximal effect; % is set by controls: 0 for no effect and ±100 for the full control effect
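S3 HeLa cells stably expressing lamin A-EGFP splicing minigene plus DsRed2, 600 cells/well, 48 h compound exposure at 37C. Laser-scanning cytometry; analysed as GFP (500-530 nm)/RFP (575-640 nm) total intensity ratio; 0.5% DMSO vehicle.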
NPSR antagonist = antagonists of human neuropeptide S receptor cAMP signaling. Q6W5P4. CHO-NPSR cells, cAMP TR-FRET, antagonist mode. Potency, µM (series often up to 38.3 µM), for inactives: at the top dose activity change, negative = inhibition, actives largely listed as inhibitors. 1% of 220,000 active. AID 1461; note: potency is the fitted concentration of half-maximal effect; % is set by controls: 0 for no effect and ±100 for the full control effect; nearly all actives have a fitted effect of over 50% in size; many of its hits are not listed in these tables
Target sequence (Q6W5P4 whole entry, looked up): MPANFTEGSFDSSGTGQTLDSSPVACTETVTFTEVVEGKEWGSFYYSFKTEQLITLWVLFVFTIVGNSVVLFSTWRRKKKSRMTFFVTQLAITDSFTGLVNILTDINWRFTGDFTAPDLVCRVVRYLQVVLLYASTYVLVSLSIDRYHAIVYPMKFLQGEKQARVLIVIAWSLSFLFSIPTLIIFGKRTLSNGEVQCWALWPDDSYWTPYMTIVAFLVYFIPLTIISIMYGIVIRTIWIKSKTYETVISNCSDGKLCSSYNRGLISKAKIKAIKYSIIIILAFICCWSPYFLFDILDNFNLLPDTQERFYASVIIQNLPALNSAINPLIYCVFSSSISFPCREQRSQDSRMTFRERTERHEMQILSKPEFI
KinaseGlo FLuc = blocks Kinase-Glo luciferase, a counter-screen artifact; Kinase-Glo luciferase, ATP luminescence, 8 min; Q27757; 0.28% of 200,000 active; Potency, µM (top dose mostly 38.3 µM), inactives show top-dose activity change, negative = inhibition, usual class: inhibitors; note: potency is the fitted concentration of half-maximal effect; % is set by controls: 0 for no effect and ±100 for the full control effect; nearly all actives have a fitted effect of over 60% in size
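Substrate mix (final 50 mM imidazole pH 7.2, 50 mM KCl, 7 mM MgCl2, 10 uM ATP, 0.01% Tween 20, 0.05% BSA) plus pin-tool compound, then Kinase-Glo detection mix; 8 min ambient, luminescence read.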
Epigenetic derep = regulators of epigenetic silencing causing reporter derepression in mouse cells. Potency, µM (doses to about 53.9 µM), without a hit: at the highest dose GFP activation, most hits filed as activators. murine LDR cells, GFP reporter derepression, 30 h. 0.2% of 280,000 active; note: potency is the fitted concentration of half-maximal effect; % of control where 0% means no effect; nearly all actives have a fitted effect of over 60% in size
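Derepression of a silenced CMV-GFP reporter in murine LDR cells is scored by enumerating GFP-positive cells with a laser-scanning microplate cytometer after 30 hours of treatment at 37 C.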
HTT aggregate = reduces HttQ103-GFP aggregates in PC12 cells. PC12 HttQ103-GFP aggregates, Acumen cytometry, 40 h. Potency, µM (titrated, usually from 46.1 µM), for the others: top-dose activity change, negative = inhibition, actives largely listed as inhibitors. 1.1% of 220,000 active. AID 1688; note: potency is the fitted concentration of half-maximal effect; % is set by controls: 0 for no effect and ±100 for the full control effect; nearly all actives have a fitted effect of over 60% in size
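PC12 cells with ecdysone-inducible HTT exon1 Q103-GFP, induced by 100 nM tebufenozide, given compounds in a concentration series. GFP aggregates (1–25 um, 6 SD above background) counted in lysates by laser-scanning cytometry, 488 nm excitation.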
The depositor's hits bear a star; ? = inconclusive; . = no result given; [ ] = remark or other dose. Unless noted, calls come from the whole dose curve; as a rule, active = well fitted curve in the direction sought with a large enough effect; inconclusive = small, poorly fitted or top-dose-only effect, or another doubt; inactive = no such curve, though single readings can be large; an effect the other way counts as inactive or inconclusive. An excerpt; count on the stated rates, not on these rows.

| compound | CBFb RUNX1 block | IMPase Li cell | Lamin A splicing | NPSR antagonist | KinaseGlo FLuc | Epigenetic derep | HTT aggregate |
| --- | --- | --- | --- | --- | --- | --- | --- |
| COCc1cc(C)c2c(N)c(C#N)sc2n1 | 0% | -3%[38.3 µM] | -2% | 16%[46.1 µM] | -3% | 5.7% | 16% |
| Cc1cc(C)nc(SCC(=O)Nc2ncc3c(n2)CC(C)(C)CC3=O)n1 | 8% | 0%[38.3 µM] | 6% | -13%[46.1 µM] | 2% | -0.9% | 8% |
| COc1ccc(CCC(=O)OCC(=O)Nc2ccccc2OC(F)F)cc1OC | 4% | 11% | -13%[46 µM] | 11% | 6% | -1.5% | 21% |
| Cc1nc(NC(=O)/C=C/c2ccc(Cl)cc2Cl)sc1C(=O)N(C)C | 2% | -4% | 2% | 9% | 3% | -1.0% | -7% |
| CSc1sc(C(=O)N(C)C)cc1S(=O)(=O)C(C)C | 1% | . | . | 10% | . | -0.4% | 26%[9.22 µM] |
| Cc1cc(C(F)(F)F)nc(SCC(=O)Nc2cc(C)on2)n1 | 8% | -18%[38.3 µM] | 2% | 2%[46.1 µM] | 0% | 0.8% | -3% |
| Cn1c(=O)c(=O)n(C)c2cc(S(=O)(=O)N3CCCC3C(=O)NCc3ccco3)ccc21 (configuration not stated) | -9% | . | . | 4% | . | -5.6% | -38%[9.22 µM] |
| O=C(NNC(=O)c1ccc(SCC2CCCO2)c([N+](=O)[O-])c1)c1ccc(Cl)c([N+](=O)[O-])c1 (configuration not stated) | 3% | 47%[activator][38.3 µM] | 14% | -29%[46.1 µM] | -4% | 2.4% | -22% |
| CSCCC(NC(=O)C1CCC(C)CC1)C(=O)OCC(=O)c1ccc(Cl)cc1 (configuration not stated) | 3% | 2% | -7% | 10% | -1% | -1.6% | 4% |
| CCNS(=O)(=O)c1cc(OC)ccc1OC | 1% | 8%[38.3 µM] | 7% | -4%[46.1 µM] | -2% | -0.2% | 4% |
| Cn1c(SCC(=O)Nc2ccc(Br)cc2F)nnc1-c1ccco1 | 3% | -2% | 11%[46 µM] | -8% | 1% | 1.1% | . |
| COc1ccc(C(=O)Oc2ccc(/C=N/NC(=O)Cc3ccc([N+](=O)[O-])cc3)cc2)cc1 | -3% | -6% | -4% | 20% | 0% | -1.1% | -18% |
| O=C(C1COc2ccccc2O1)N1CCc2ccccc21 (configuration not stated) | -18% | -14%[38.3 µM] | 6% | ? | -3% | 1.4% | ? |
| O=c1[nH]c(=O)c2nnc(N/N=C/c3ccccc3F)nc2[nH]1 | 11% | . | . | 9% | . | 0.4% | -6%[9.22 µM] |
| O=Cc1cccn1-c1sc2c(c1C(=O)O)CCCC2 | -4% | -1% | 3% | 0% | 3% | 0.0% | 13% |
| CC(C(=O)OCC(=O)Nc1cccc(S(=O)(=O)N(C)C)c1)N1C(=O)c2ccccc2C1=O (configuration not stated) | 6% | 3% | -3%[46 µM] | 9% | -2% | -0.1% | 10% |
| CCOP(=O)(c1ccccc1)c1nc(-c2ccccc2Cl)oc1N1CCCCC1 (configuration not stated) | 11% | 15% | ? | ? | -2% | 1.2% | -6% |
| CCOC(=O)C1CCN(Cc2nc3ccc([N+](=O)[O-])cc3c(=O)n2-c2ccc(OC)cc2OC)CC1 | -27% | 3% | . | -25% | 0% | 18% | -18% |
| CC(C)n1c(/C=C/c2ccccc2)nc2ccccc21 | ? | 4% | -18% | -48% | -4% | -1.0% | 20% |
| CC1CCC(NC(=O)c2ccc3nc[nH]c3c2)CC1 (configuration not stated) | 12% | -2%[38.3 µM] | ? | -5%[46.1 µM] | -1% | 0.0% | 20% |

11 structures out of the list, sorted by length of the SMILES, ascending.
| compound | CBFb RUNX1 block | IMPase Li cell | Lamin A splicing | NPSR antagonist | KinaseGlo FLuc | Epigenetic derep | HTT aggregate |
| --- | --- | --- | --- | --- | --- | --- | --- |
| COCc1cc(C)c2c(N)c(C#N)sc2n1 | 0% | -3%[38.3 µM] | -2% | 16%[46.1 µM] | -3% | 5.7% | 16% |
| O=Cc1cccn1-c1sc2c(c1C(=O)O)CCCC2 | -4% | -1% | 3% | 0% | 3% | 0.0% | 13% |
| CC(C)n1c(/C=C/c2ccccc2)nc2ccccc21 | ? | 4% | -18% | -48% | -4% | -1.0% | 20% |
| CSc1sc(C(=O)N(C)C)cc1S(=O)(=O)C(C)C | 1% | . | . | 10% | . | -0.4% | 26%[9.22 µM] |
| Cc1cc(C(F)(F)F)nc(SCC(=O)Nc2cc(C)on2)n1 | 8% | -18%[38.3 µM] | 2% | 2%[46.1 µM] | 0% | 0.8% | -3% |
| COc1ccc(CCC(=O)OCC(=O)Nc2ccccc2OC(F)F)cc1OC | 4% | 11% | -13%[46 µM] | 11% | 6% | -1.5% | 21% |
| Cc1nc(NC(=O)/C=C/c2ccc(Cl)cc2Cl)sc1C(=O)N(C)C | 2% | -4% | 2% | 9% | 3% | -1.0% | -7% |
| CCOP(=O)(c1ccccc1)c1nc(-c2ccccc2Cl)oc1N1CCCCC1 (configuration not stated) | 11% | 15% | ? | ? | -2% | 1.2% | -6% |
| CSCCC(NC(=O)C1CCC(C)CC1)C(=O)OCC(=O)c1ccc(Cl)cc1 (configuration not stated) | 3% | 2% | -7% | 10% | -1% | -1.6% | 4% |
| COc1ccc(C(=O)Oc2ccc(/C=N/NC(=O)Cc3ccc([N+](=O)[O-])cc3)cc2)cc1 | -3% | -6% | -4% | 20% | 0% | -1.1% | -18% |
| CCOC(=O)C1CCN(Cc2nc3ccc([N+](=O)[O-])cc3c(=O)n2-c2ccc(OC)cc2OC)CC1 | -27% | 3% | . | -25% | 0% | 18% | -18% |

Remaining list, next part
| compound | CBFb RUNX1 block | IMPase Li cell | Lamin A splicing | NPSR antagonist | KinaseGlo FLuc | Epigenetic derep | HTT aggregate |
| --- | --- | --- | --- | --- | --- | --- | --- |
| Cc1onc(-c2ccccc2)c1C(=O)OCC(=O)NCc1ccc(F)cc1 | 5% | 0% | -10%[9.22 µM] | 2% | -4% | 1.3% | -2% |
| COc1cc(NC(=O)CSc2nnc3c(C)cc4c(C)ccc(C)c4n23)c(C(=O)O)cc1OC | -5% | 4% | 9%[46 µM] | -2% | 1% | 0.1% | 23%[9.22 µM] |
| Cc1cc(NCCN2CCOCC2)n2nc(C)c(-c3ccccc3)c2n1 | 6% | 52%[activator][38.3 µM] | 0% | -19%[46.1 µM] | 0% | -1.1% | 10% |
| Nc1ccc2oc(-c3ccccn3)nc2c1 | 1% | -7% | 1% | 8%[46.1 µM] | ? | -0.8% | -4% |
| S=C(NCCN1CCCCC1)Nc1ccc(Br)cc1 | 16% | . | . | 13% | . | -1.1% | -32%[9.22 µM] |
| O=c1[nH]c2ccccc2n1CCCN1CCCCC1 | 10% | 25% | ? | -8% | -1% | 4.7% | -1%[9.22 µM] |
| Cc1ccc(-c2nnc(Oc3cccc(C)c3)c3ccccc23)cc1 | -4% | 17% | ? | ? | 3% | 0.0% | ? |
| Cc1c(C(=O)Nc2ccc(Oc3ccccc3)cc2)sc2nc3n(c(=O)c12)CCC3 | -3% | -8%[38.3 µM] | ? | -19%[46.1 µM] | -4% | -1.0% | 4.5µM* |
| CCN1C(=O)c2cccc3c(NC(=O)c4ccc(S(=O)(=O)N5CCOCC5)cc4)ccc1c23 | 5% | 21%[38.3 µM] | ? | -29%[46.1 µM] | 0% | 6.1% | 32% |
| Cc1c(Nc2nc(-c3ccc(Cl)cc3)cs2)c(=O)n(-c2ccccc2)n1C | -10% | 11% | ? | 19% | 5% | -1.0% | -8% |
| COCCNC(=O)/C(C#N)=C/c1ccc(N2CCOCC2)o1 | -2% | 29% | -5% | -35% | 0% | 13% | ? |
| CC(NCC1COc2ccccc2O1)C(=O)NCc1ccccc1 (configuration not stated) | -18% | 1% | . | 7% | -5% | -3.2% | -22% |
| Cc1cccc(OCC(=O)N/N=C/c2cc([N+](=O)[O-])ccc2N2CCOCC2)c1 | 3% | 2% | ? | -17% | 1% | 1.1% | 20% |
| COc1ccc(-n2c(SCC(=O)c3ccc[nH]3)nnc2-c2ccccc2)cc1 | 3% | 0% | 7% | -7% | 3% | 1.1% | 11% |
| CCN(CC)CCn1c(=N)n(CCO)c2ccccc21 | 1% | 22%[38.3 µM] | -9% | -8%[46.1 µM] | 3% | -1.1% | -4% |
| COc1ccc(CCn2c(NN)nc3c2c(=O)[nH]c(=O)n3C)cc1 | -5% | . | . | 0% | . | -2.3% | 4%[9.22 µM] |
| COc1cc(CNc2ccc(N3CCCC3)cc2)ccc1OCc1ccccc1F | 2% | -5% | -18% | -53% | -21% | 4.5% | 26% |
| COc1ccc(C(C(=O)NCC2CCCO2)N(C(=O)CNC(=O)c2cccs2)c2ccc(C)cc2)cc1OC (configuration not stated) | 4% | 0% | . | -4% | 3% | 1.1% | 31%[9.22 µM] |
| CCCCN=C1NN=C(c2cccc([N+](=O)[O-])c2)CS1 | -26% | 15% | ? | -8% | 3% | -1.1% | -12% |
| CC(=O)n1cc(-c2ccncc2)c2ccccc21 | 10% | 25%[38.3 µM] | -4% | -20%[46.1 µM] | 0% | -0.8% | ? |
| NS(=O)(=O)c1ccc(NCc2ccccc2OCc2ccccc2F)cc1 | -5% | -26%[38.3 µM] | 7% | -16%[46.1 µM] | -1% | 0.9% | -22% |
| Cn1c(-c2ccc3c(c2)OCO3)cnc1NCc1ccccc1 | -2% | 0%[38.3 µM] | 17% | -5%[46.1 µM] | -4% | 0.9% | -1% |
| CCCn1c(=N)n(CC(=O)OCC)c2ccccc21 | -7% | 0%[38.3 µM] | -3% | -5%[46.1 µM] | 0% | 5.1% | 7% |
| COCc1ccc([C@@H]2C[C@H]3CN(Cc4cccc(Cl)c4)C(=O)[C@]34CCCN24)o1 | -3% | 25% | . | -7% | 1% | -1.4% | -9%[9.22 µM] |
| COc1cc(NC(=O)Cc2ccccc2)c(C(=O)O)cc1OC | 4% | -2% | . | -12% | . | -0.2% | -9%[9.22 µM] |
| COC(=O)CCN(C(=O)c1ccc(N2CCCC2)c([N+](=O)[O-])c1)c1ccccn1 | -7% | 5% | 8%[46 µM] | -3% | 5% | 2.0% | 20% |
| CCNc1nc(NCC)nc(-n2nc(C)cc2C)n1 | -5% | 7%[38.3 µM] | 2% | -4%[46.1 µM] | -5% | -0.4% | -8% |
| Cc1csc2c(N3CCN(C(=O)Nc4ccc(Cl)c(Cl)c4)CC3)ncnc12 | 8% | . | . | -10% | . | -1.9% | 7%[9.22 µM] |
| COc1ccc(/C=C2/SC(=O)N(CCNC(=O)C3CCCN3C(=O)c3cccs3)C2=O)cc1 (configuration not stated) | 1% | 6% | ? | 13% | 0% | 1.1% | 18% |
